Compound activity: PubChem BioAssay, National Center for Advancing Translational Sciences (NCATS)
IP6K1 inhibitor: Primary qHTS assay for small molecule inhibitors of Inositol hexaphosphate kinase 1 (IP6K1); activity change, % (series mostly up to about 58 µM); hit rate 0.81% among 140,000; IP6K1 kinase, ADP-Glo luminescence, 2 h; stronger effect = lower value; in the data active = activity change below about -25%
Target sequence (Q92551 whole entry, looked up): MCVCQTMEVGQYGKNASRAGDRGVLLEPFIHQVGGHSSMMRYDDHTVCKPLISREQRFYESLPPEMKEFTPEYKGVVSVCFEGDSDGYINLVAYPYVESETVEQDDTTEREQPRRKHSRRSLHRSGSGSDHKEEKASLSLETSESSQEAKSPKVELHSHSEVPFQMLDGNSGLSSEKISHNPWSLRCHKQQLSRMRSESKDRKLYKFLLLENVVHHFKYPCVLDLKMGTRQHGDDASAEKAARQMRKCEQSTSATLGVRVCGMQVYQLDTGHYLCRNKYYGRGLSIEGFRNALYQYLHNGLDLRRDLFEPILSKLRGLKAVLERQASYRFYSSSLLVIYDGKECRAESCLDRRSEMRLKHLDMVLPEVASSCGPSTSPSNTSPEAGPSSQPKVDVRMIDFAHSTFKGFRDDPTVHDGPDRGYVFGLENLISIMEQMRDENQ
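ADP-Glo luminescence measures ADP made by human IP6K1 during a 2 h RT reaction with ATP/IP6 (mix at 1.3 mM/130 uM); top library doses 57.5 and 19.1 uM final.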
FLuc inh: Firefly luciferase inhibition profiling of diverse chemical library using quantitative high-throughput screening; purified P. pyralis luciferase, luminescence, biochemical; Potency, µM (top dose mostly 115 µM), for the others: top-dose activity change, negative = inhibition, usual class: inhibitors; hit rate 2.5% among 76,000; also: potency is read from the fitted curve at half-maximal effect; nearly all actives have a fitted effect of over 65% in size
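Luminescence read by CCD imaging after purified firefly luciferase (10nM final) was added to substrate buffer holding 10uM D-luciferin and 10uM ATP, pH 7.5, pre-dosed with compound.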
HEK293 viab: GF-AFC viability counterscreen for inhibitors of alpha-synuclein gene (SNCA) expression. HEK-293-SNCA-luc viability, GF-AFC fluorescence, 24 h. hit rate 0.12% among 150,000. Potency, µM (series often up to 57.1 µM), inactives show at the top dose activity change, negative = cytotoxicity, actives largely listed as cytotoxic;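 also: potency is read from the fitted curve at half-maximal effect; 0% = DMSO-treated cells and -100% = medium-only wells without cells; nearly all actives have a fitted effect of over 30% in size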
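Cytotoxicity counterscreen: after 24 h compound treatment of genome-edited SNCA-luciferase HEK-293 cells, live-cell protease substrate GF-AFC read by fluorescence after 30 min; activity scaled between DMSO (0%) and medium-only (-100%), curves Hill-fitted.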
3T3 cytotox: Cytotoxic Profiling in NIH 3T3 Cell Line of Diverse Libraries Using Quantitative High-Throughput Screening; NIH 3T3 viability, CellTiter-Glo ATP luminescence, 48-72 h; Potency, µM (series often up to 96.7 µM), for the others: top-dose activity change, negative = cytotoxicity, usual class: inhibitors; hit rate 4.3% among 94,000; AID 1345082, 2018; also: potency is read from the fitted curve at half-maximal effect; nearly all actives have a fitted effect of over 55% in size
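Luminescent ATP readout (CellTiter-Glo, 10 min RT) after 48 or 72 hr compound exposure of NIH 3T3 cells seeded at 400 cells/well in 1536-well format; quantitative HTS.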
SNCA expr inhib: Primary qHTS assay for inhibitors of alpha-synuclein gene (SNCA) expression; HEK-293 SNCA-luciferase knock-in, luminescence, 24 h; Potency, µM (series often up to 57.2 µM), for inactives: at the highest dose activity change, negative = inhibition, usual class: inhibitors; hit rate 0.17% among 140,000;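 also: potency is read from the fitted curve at half-maximal effect; plate controls were DMSO cells for no effect and cell-free wells for full effect; nearly all actives have a fitted effect of over 45% in size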
HEK cytotox: Cytotoxic Profiling in HEK 293 Cell Line of Diverse Libraries Using Quantitative High-Throughput Screening. HEK 293 viability, ATP luminescence (CellTiter-Glo), 48-72 h. Potency, µM (top dose mostly 115 µM), inactives show at the highest dose activity change, negative = cytotoxicity, actives largely listed as inhibitors. hit rate 6.6% among 94,000. AID 1345083, 2018; also: potency is read from the fitted curve at half-maximal effect; nearly all actives have a fitted effect of over 60% in size
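250 HEK 293 cells/well; compound by pintool; incubated 48 or 72 hr at 37 degree Celsius; CellTiter-Glo added, 10 min RT, luminescence imaged.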
GPT2 inhibitor: Primary qHTS assay for inhibitors of Glutamate pyruvate transaminase 2 (GPT2); Alanine aminotransferase 2 (Homo sapiens), Q8TD30; Recombinant GPT2, coupled pyruvate oxidase/HRP Amplex Red fluorescence; Potency, µM (titrated, usually from 57.7 µM), inactives show top-dose activity change, negative = inhibition, hits mostly inhibitors; hit rate 0.25% among 100,000; also: potency is read from the fitted curve at half-maximal effect; nearly all actives have a fitted effect of over 60% in size; many of its hits are not listed in these tables
Target sequence (Q8TD30 whole entry, looked up): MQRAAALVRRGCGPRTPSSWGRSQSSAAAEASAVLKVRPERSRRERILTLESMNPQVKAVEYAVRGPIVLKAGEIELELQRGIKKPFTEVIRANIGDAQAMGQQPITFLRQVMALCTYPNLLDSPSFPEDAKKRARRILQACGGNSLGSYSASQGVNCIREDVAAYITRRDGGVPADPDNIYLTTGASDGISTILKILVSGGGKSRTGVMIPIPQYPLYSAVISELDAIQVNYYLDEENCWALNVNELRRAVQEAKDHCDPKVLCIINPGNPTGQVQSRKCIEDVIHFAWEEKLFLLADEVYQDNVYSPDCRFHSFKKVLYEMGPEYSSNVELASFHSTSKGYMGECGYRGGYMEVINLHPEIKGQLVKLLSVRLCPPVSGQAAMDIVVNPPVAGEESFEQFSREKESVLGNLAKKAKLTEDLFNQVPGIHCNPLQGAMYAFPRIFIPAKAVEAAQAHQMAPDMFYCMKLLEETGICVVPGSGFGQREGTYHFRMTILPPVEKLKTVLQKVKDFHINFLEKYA
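Fluorescence of coupled pyruvate oxidase/HRP/Amplex Red system (50uM Amplex, 30 min, dark) reports pyruvate formed by GPT2. Enzyme reaction: 10ng/uL GPT2, 2mM L-alanine, 250uM a-KG, 30 min room temperature, pH 7.5; 50uM AOA control.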
* = called active by the depositor; i = inactive; ? = inconclusive; nt = no result given; & = joins results of further samples; [ ] = another dose, or the depositor's remark. Unless noted, calls follow the shape of the dose curve; as a rule, active = well fitted curve in the direction sought with a large enough effect; inconclusive = small, poorly fitted or top-dose-only effect, or another doubt; inactive = no such curve, though single readings can be large; an effect the other way counts as inactive or inconclusive. Unless noted, % is scaled to controls: 0 for no effect and ±100 for the full control effect. Rows were taken by chance; any-hit rate near 7.7%.

SMILES	IP6K1 inhibitor	FLuc inh	HEK293 viab	3T3 cytotox	SNCA expr inhib	HEK cytotox	GPT2 inhibitor
c1ccc(CN2CCc3c(sc4ncnc(N5CCOCC5)c34)C2)cc1	-2	-2%	-12%	?	19%	?	i
CN1C[C@H](NCc2cccc(Cl)c2)CCC[C@@H](C(=O)N(C)Cc2cccnc2)CC1=O	-6	8%	-13%	i	-6%	i	5%
Cc1cc(NC(=O)c2cccnc2)cc(-c2nc3cc(Cl)ccc3o2)c1O	17	nt	5%	nt	10%	nt	nt
COc1ccc(CC(=O)N2Cc3ccccc3CC23CCCN(C(=O)CCCN)C3)cc1 (configuration not stated)	-5	nt	-8%	-16%	-25%	-18%	-6%
O=C(Nc1ccc(Cl)nc1)c1ccc2ccnn2c1	7	?	-3%[87.6 µM]	-25%[138 µM]	50%[activator][87.6 µM]	?	5%[88.5 µM]
COc1ccccc1-c1nc2cnccn2c1NCCC(=O)Nc1ccc2c(c1)OCO2	1	11%	?	i	-1%	-8%	?
COCCOC1CCN(C(=O)Nc2ccccc2)CC1	-5	-6%	8%[12.5 µM]	i	22%	28%	i
CN1CCCC(CN(C)C(=O)c2cc(-c3cnn(CCO)c3)nc3ccccc23)C1 (configuration not stated)	8	-1%	12%	2%	-12%	-27%	-3%
CN1C(=O)[C@@H]2C[C@@H](O)CN2C2(CN(Cc3cccs3)C2)C1=O	-4	0%[172 µM]	-3%[87.6 µM]	1%[174 µM]	7%[87.6 µM]	-5%[172 µM]	i
COc1cccc(OC)c1CN1C[C@@H](CO)[C@H](c2nc(C)no2)C1	-16	-8%	0%	-21%	10%	?	2%
COc1ccc(-c2nc3ccccc3n3c(-c4cccc(C)c4)c4c(=O)n(C)c(=O)n(C)c4c23)cc1OC	-8	nt	?	nt	?	nt	nt
COc1ccc(Cl)cc1C(=O)Nc1c2c(nn1-c1ccc(Cl)cc1)CS(=O)(=O)C2	10	nt	1%	nt	-18%	nt	nt
CC(=O)c1ccc(N2C(=O)N(CC(=O)c3ccc(C)cc3)c3ccccc3S2(=O)=O)cc1	6	nt	-4%	nt	-29%	nt	nt
CC(O)CN(CCN(CC(C)O)CC(C)O)CC(C)O (configuration not stated)	5	nt	0%[23.9 µM]	nt	-31%[25.6 µM]	nt	0%
CCOC(=O)c1cc(-c2ccccc2)n(CCC(=O)NC2CCCCC2)c1C	14	nt	-1%	nt	62%[activator]	nt	nt
C=CCOCC(O)CN1CCC(=O)N(Cc2ccccc2)Cc2cc(F)ccc21 (configuration not stated)	-13	nt	nt	-29%	nt	?	nt
CCC(=O)NCC[C@@H]1CCc2ccc3c(c21)CCO3	nt	nt	3%	nt	-15%	nt	3%
Cc1ccccc1CCNC(=O)c1ccc2c(c1)nc1n2CCC(C)C1 (configuration not stated)	0	nt	9%	nt	98%[activator]	nt	nt
O=C(NCCCc1ccccc1)C1CCCN(Cc2cccc(-c3ccsc3)c2)C1 (configuration not stated)	1	nt	nt	35µM*	nt	40µM*	nt
O=C(Nc1nccs1)C1CC(=O)N(c2n[nH]c3ccccc23)C1 (configuration not stated)	3	6%	-4%	-8%	9%	0%	i

Whole records, quoted from the list.
`COc1ccc(CC(=O)N2Cc3ccccc3CC23CCCN(C(=O)CCCN)C3)cc1` (configuration not stated) is listed as IP6K1 inhibitor = -5; FLuc inh = nt; HEK293 viab = -8%; 3T3 cytotox = -16%; SNCA expr inhib = -25%; HEK cytotox = -18%; GPT2 inhibitor = -6%
`COc1ccc(-c2nc3ccccc3n3c(-c4cccc(C)c4)c4c(=O)n(C)c(=O)n(C)c4c23)cc1OC` is listed as IP6K1 inhibitor = -8; FLuc inh = nt; HEK293 viab = ?; 3T3 cytotox = nt; SNCA expr inhib = ?; HEK cytotox = nt; GPT2 inhibitor = nt

Continuation.
SMILES	IP6K1 inhibitor	FLuc inh	HEK293 viab	3T3 cytotox	SNCA expr inhib	HEK cytotox	GPT2 inhibitor
Cn1ccc2c(C(=O)NCCC(N)=O)nc(-c3cccc(CO)c3)cc21	-2	-16%[172 µM]	-4%[87.6 µM]	?	1%[87.6 µM]	i	-3%[88.5 µM]
COCCC(=O)NCC(=O)N1CCCCCNC(=O)CC1c1ccccc1 (configuration not stated)	3	7%	3%	0%	-12%	-19%	2%
O=C(Cc1ccccc1)NC[C@H]1Cn2c(-c3ccc4c(c3)OCO4)cnc2CO1	3	-5%[172 µM]	-6%[87.6 µM]	-23%[174 µM]	-8%[87.6 µM]	?	i
CC(C)(C)C(=O)N1CCC2(CC1)C(=O)N(CC(=O)Nc1cccc(Cl)c1)CN2c1ccccc1	21	0%	-16%	32µM*	-11%	35µM*	-5%
Nc1ccc(C(=O)c2cc3c(ccc4ccccc43)[nH]2)cc1	nt	nt	-20%	nt	37%[activator]	nt	i
CCOc1cc(=O)n2c(c1C(=O)NCc1cccc(Cl)c1)CCCC2	5	-3%	11%	-17%	-4%	-26%	i
Cc1cnccc1CNC(=O)CC(c1cccc(O)c1)c1cccc(Cl)c1 (configuration not stated)	8	-10%	-26%	?	?	?	-30%
O=C1CCN(S(=O)(=O)c2ccccc2)CCCN(Cc2cn[nH]c2-c2cccs2)CCN1	0	7%	-17%	-18%	-9%	1%	i
Cc1cccc(OCC(=O)Nc2ccc3oc(-c4ccccc4F)nc3c2)c1	-2	nt	-5%	nt	52%[activator]	nt	nt
COc1ccc(OCC(=O)Nc2cc(-c3cccc(Cl)c3)nn2-c2ccccc2)cc1	20	nt	1%	nt	35%[activator]	nt	nt
CC(C)CN1C(=O)c2cccn2CC1C(=O)NCCCN1CCN(C)CC1 (configuration not stated)	1	12%	2%	-2%	26%	i	i
COC[C@H]1NC(=O)CC[C@H]1C(=O)Nc1ccc2c(c1)OCCO2	14	-17%	4%	?	19%	-21%	i
Cc1nn2c(c1-c1ccccc1OCc1ccccc1)N(C(=O)CCc1cccnc1)CCC2	13	7%	-24%	?	-6%	?	-7%
C[C@@H](NC(=O)c1ccccc1)c1c(-c2ccc(F)cc2)noc1C(=O)O	-18	-4%[172 µM]	0%[87.6 µM]	-26%[138 µM]	-28%[87.6 µM]	-2%[172 µM]	-6%[88.5 µM]
Cc1nn(-c2ccccc2)c2c1C(C1CC1)N(C1CCN(C(=O)Nc3ccc(Cl)cc3)C1)C2=O (configuration not stated)	9	nt	nt	?	nt	?	nt
CC#CCn1cc2c3c(cccc31)[C@H](CC(C)C)N[C@H](C(=O)NCc1cccs1)C2	-13	-7%[172 µM]	?	?	-24%[87.6 µM]	71µM*	0%[88.5 µM]
O=C(Nc1cccc(Cl)c1)c1cc(-c2ccc[nH]2)n[nH]1	6	1.6µM*	-11%	-3%	117%[activator]	-3%	i
COc1ccccc1NC(=O)CSc1nnc(-c2ccccc2C)o1	10	nt	5%	nt	?	nt	nt
COc1cc(OC)cc(C(=O)Nc2ccc(-c3nc4ccccc4s3)c(C)c2)c1	3	nt	8%	nt	80%[activator]	nt	nt
CCN1CC(C(=O)N(C)Cc2ccc(Oc3ccccc3)cc2)CCC1=O (configuration not stated)	-5	6%	-15%	?	?	?	5%
Cc1ccc(NC(=O)c2cc(S(=O)(=O)N3CCCCC3)c[nH]2)cc1N(C)C	45	nt	-3%	nt	-11%	nt	nt
CCOc1ccc(Cn2nnc(C(=O)Nc3ccc(Cl)cc3)c2N)cc1	1	nt	6%	nt	4%	nt	nt
CC1(C)[C@H](Cc2cc(-c3ccccc3)on2)C[C@@H]1NS(=O)(=O)c1ccccc1	12	3%[172 µM]	-11%[87.6 µM]	?	-18%[87.6 µM]	?	-20%[88.5 µM]
Cc1c(N)cccc1C(F)(F)F	-9	nt	-3%[23.9 µM]	nt	-22%[25.6 µM]	nt	-2%
CSc1ccc(C(=O)c2[nH]c(=O)[nH]c2C)cc1	8	nt	?	nt	16%	nt	1%&-3%
Cc1nn2c(c1-c1ccccc1Oc1ccccc1)N(Cc1ccc(C(=O)O)s1)CCC2	8	-2%	?	32µM*	13µM*	32µM*	i
Cc1ccc(C2C=C(c3ccccc3)Nc3nc(NS(C)(=O)=O)nn32)cc1 (configuration not stated)	10	nt	?	nt	17%	nt	nt
CCc1nc2c(c(-c3ccc(Cl)cc3)n1)CN(C(=O)Cc1ccccn1)CC2	-3	-4%	-6%	-8%	13%	-24%	i
CCNC(=O)N1CCCC(Cc2noc(-c3cnccn3)n2)C1 (configuration not stated)	7	-17%	6%	-12%	4%	-6%	4%
Cc1nn2c(c1-c1ccccc1Oc1ccccc1)N(C(=O)c1ccnn1C)CCC2	9	7%[172 µM]	1%[87.6 µM]	-23%[138 µM]	5%[87.6 µM]	?	2%[88.5 µM]
O=C(CSc1nc2ncccc2[nH]1)Nc1cc(F)ccc1F	5	nt	-9%	nt	3%	nt	nt
CCc1cccc(NC(=O)CCn2c(=O)c3cccn3c3cccnc32)c1	18	nt	0%	nt	-18%	nt	nt
COCCC(=O)N[C@H]1CC[C@]2(C)CCC([C@H](C)C(=O)N3CCc4ccccc4C3)[C@H](O)[C@H]2[C@@H]1C (some centres not stated)	-5	-9%	-4%	-35%	15%	-18%	?
CCC(CC)N1C[C@@H](CO)[C@H](c2nc(CCOC)no2)C1	-10	4%	6%	1%	-9%	-3%	i
COc1ccc(CN2CC[C@@H]3[C@H]2C(=O)NC[C@H](CCC(=O)NCc2ccco2)N3C)cc1	4	1%	0%	-6%	23%	1%	i
CC(=O)N1CCCC2(C1)CN(C)c1ccc(C(=O)NCC3CC3)cc12 (configuration not stated)	-2	2%[172 µM]	3%[87.6 µM]	?	25%[87.6 µM]	i	i
O=C(CCc1ccc2c(c1)CN(C(=O)C1CC1)CCO2)NCCCn1cccn1	-10	9%	6%[12.5 µM]	5%	42%[activator]	i	i
CC(C)Oc1ccccc1CN1CCC([C@@H]2CNC[C@H]2CO)CC1	10	7%	6%[12.5 µM]	-11%	-2%	2%	-13%
CCCN(CC1CCOC1)C(=O)Nc1ccc(Cl)cc1C (configuration not stated)	-4	-2%	-5%	-13%	16%	-15%	i
CN1C(=O)C(c2ccccc2)CC12CCN(S(=O)(=O)N(C)C)CC2 (configuration not stated)	-14	-2%	4%	-7%	0%	-13%	i
Cc1ccc(NC(=O)CSc2nnc(NC(=O)NC3CCCCC3)s2)cc1	9	nt	-4%	nt	99%[activator]	nt	nt
Cc1ccc2oc([C@H]3CCN(S(=O)(=O)c4ccc(F)cc4)C3)nc2c1	3	-3%[172 µM]	-5%[87.6 µM]	?	-25%[87.6 µM]	?	i
O=C(C1CCCN1C(=O)c1ccccc1F)N1CCC(c2ccccc2)CC1 (configuration not stated)	7	nt	-13%	?	-14%	-25%	i
